# From PubChem
# TIM10 inh: growth inhibitors of isogenic TIM10 control yeast, primary screen, counter-screen for tim10-1 yeast inhibitor project, luminescence, uHTS. S. cerevisiae TIM10 strain growth, BacTiter-Glo luminescence, 24 h. 1.4% of 330,000 active. AID 463195, 2010. inhibition, % at 10 µM;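 active = inhibition of 40% or more at the single tested concentration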;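 also: wild-type TIM10 isogenic control strain grown at permissive 25 °C; 0% = DMSO yeast wells and 100% = minimal medium wells without yeast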
# UPR CHOP act: activators of apoptotic CHOP UPR arm, primary screen, cell-based, CHO-CHOP luciferase reporter, luminescence, uHTS. UPR activation; percent of tunicamycin response over DMSO baseline. activation, % at 10 µM. 0.34% of 330,000 active;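 active = at 10 µM dose, activation of 40% or more, normalized to positive control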;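 also: 100% = tunicamycin at 10 µg/mL and 0% = DMSO alone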
#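 Material: CHO-CHOP cells, stable luciferase reporter of PERK-eIF2a-CHOP signalling; quantity: 500 reporter cells seeded per well; buffer or medium: F12 medium containing 10% fetal bovine serum; compound: one dose, 10 µM in 0.5% DMSO; incubation: 6 h compound treatment, 37 °C; measured by: Steady-Glo luciferase luminescence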
# APJ antag: antagonists of human apelin receptor APJ, primary screen, CHO-K1 cells, beta-arrestin complementation, luminescence | P35414 | 0.32% of 330,000 active | AID 2521, 2010 | inhibition, % at 20 µM;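 active = inhibition above about 40% at 20 µM, limit read from the data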;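 also: cells challenged with 10 nM apelin-13 agonist together with compound; plate controls were apelin-13 plus DMSO wells for no effect and DMSO wells lacking apelin-13 for full effect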
# tim10-1 inh: growth inhibitors of tim10-1 mutant yeast, primary screen, luminescence, uHTS; S. cerevisiae tim10-1 ts strain growth, BacTiter-Glo, 24 h; inhibition, % at 20 µM; 2.2% of 330,000 active; AID 463190, 2010;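 active = inhibition of at least 40%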;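 also: mutant grown at 25 °C; 0% = DMSO wells with yeast and 100% = wells holding no yeast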
# Mdm2 MdmX PPI: inhibitors of human Mdm2-MdmX association, primary screen, cell-based, luminescence, split luciferase, SaOS-2, uHTS; Protein Mdm4 (Homo sapiens) + E3 ubiquitin-protein ligase Mdm2 (Homo sapiens), …; SaOS-2 split-luciferase Mdm2/MdmX complementation; inhibition, % at 8 µM; 3% of 330,000 active;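 active = inhibition of at least 50% at 8 µM in the primary screen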
# Target sequence (O15151 whole entry, looked up): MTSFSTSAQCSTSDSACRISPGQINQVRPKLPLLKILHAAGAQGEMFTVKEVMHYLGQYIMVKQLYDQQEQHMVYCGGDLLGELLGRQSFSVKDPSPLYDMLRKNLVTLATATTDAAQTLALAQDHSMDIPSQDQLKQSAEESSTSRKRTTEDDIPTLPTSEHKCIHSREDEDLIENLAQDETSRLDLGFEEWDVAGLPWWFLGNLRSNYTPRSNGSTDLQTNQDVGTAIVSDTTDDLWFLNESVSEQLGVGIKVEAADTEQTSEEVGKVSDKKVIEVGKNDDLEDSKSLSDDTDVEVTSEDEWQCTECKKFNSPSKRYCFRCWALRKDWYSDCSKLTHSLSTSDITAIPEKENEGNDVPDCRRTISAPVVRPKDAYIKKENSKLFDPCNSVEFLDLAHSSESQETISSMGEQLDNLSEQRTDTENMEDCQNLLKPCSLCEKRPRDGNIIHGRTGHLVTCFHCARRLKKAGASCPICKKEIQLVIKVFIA
# Target sequence (Q00987 whole entry, looked up): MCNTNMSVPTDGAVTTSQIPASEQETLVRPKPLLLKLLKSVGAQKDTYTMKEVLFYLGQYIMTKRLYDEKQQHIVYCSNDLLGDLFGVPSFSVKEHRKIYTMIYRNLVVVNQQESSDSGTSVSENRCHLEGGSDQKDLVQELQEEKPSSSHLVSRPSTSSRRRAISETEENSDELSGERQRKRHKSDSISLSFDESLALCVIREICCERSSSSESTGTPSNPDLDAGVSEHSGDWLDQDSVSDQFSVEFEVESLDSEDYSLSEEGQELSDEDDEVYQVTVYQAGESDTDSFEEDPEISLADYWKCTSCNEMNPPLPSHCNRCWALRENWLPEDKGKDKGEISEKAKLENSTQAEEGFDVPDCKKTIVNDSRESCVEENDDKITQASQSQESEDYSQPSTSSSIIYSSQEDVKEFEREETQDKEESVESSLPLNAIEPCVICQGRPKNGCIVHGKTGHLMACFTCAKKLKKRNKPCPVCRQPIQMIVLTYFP
# XBP1 UPR activ: activators of adaptive XBP1 UPR arm, primary screen, cell-based, CHO-XBP1 luciferase reporter, luminescence, uHTS | 0.33% of 330,000 active | IRE1-XBP1 UPR activation; percent of tunicamycin response, DMSO as zero | activation, % at 20 µM;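 active = versus positive control, 20 µM dose yields 30% or more activation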;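 also: 100% = tunicamycin at 10 µg/mL and 0% = DMSO only wells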
#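 Material: CHO cell line with stable XBP1 luciferase reporter; schedule: 16-18 h cell attachment at 37 °C, then 6 h compound exposure; signal: glow luminescence from Steady-Glo reagent; medium: serum-containing F12 medium, 10% FBS; benchmarks: tunicamycin 10 µg/mL and vehicle-only wells; read-out: percent activation relative to tunicamycin reference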
# APJ agonist: agonists of human apelin receptor APJ, primary screen, CHO-K1 cells, PathHunter beta-arrestin, luminescence. P35414. 0% DMSO wells, 100% apelin. activation, % at 20 µM. 0.11% of 330,000 active. AID 2520, 2010;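 active = activation more than six SD over the plate average, tested at 20 µM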;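 also: 0% = DMSO alone and 100% = apelin-13 at 10 nM; some results filed as inactive read as strong as hits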
#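 Assay system: engineered CHO-K1 APJ arrestin reporter cells; Amount: 1000 CHO-K1 reporter cells seeded per well; Dosing: one dose, 20 µM compound, 1% DMSO; Times: compound stimulation 90 min at 25 °C, detection 60 min; Measured by: luminescent beta-gal fragment complementation, chemiluminescent substrate; Read-out: APJ–arrestin association signal; Controls: DMSO vs Apelin-13 10 nM.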
# CXCR6 block: CXCR6 receptor inhibitors, primary screen, cell-based, beta-arrestin, luminescence, CHO-K1 PathHunter, 1536-well; 0.36% of 360,000 active; C-X-C chemokine receptor type 6 (Homo sapiens), O00574; AID 602244, 2012; inhibition, % at 20 µM; in the data active = inhibition above about 34%, passing the limit was not always enough;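 also: antagonist mode with CXCL16 agonist at 10 nM final; 0% = 10 nM CXCL16 with DMSO and 100% = unstimulated wells without agonist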
# tim23-1 inh: growth inhibitors of tim23-1 mutant yeast, primary screen, luminescence, uHTS. inhibition, % at 20 µM. AID 463212, 2010. 1.3% of 330,000 active. S. cerevisiae tim23-1 growth, BacTiter-Glo luminescence, 24 h;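 active = growth inhibition of the mutant yeast at or above 50%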;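 also: temperature-sensitive mutant grown at 25 °C; plate controls were DMSO-treated mutant yeast for no effect and medium wells lacking yeast for full effect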
# * = called active by the depositor; . = not tested or not shown.
# A first look, 9 compounds:
SMILES,TIM10 inh,UPR CHOP act,APJ antag,tim10-1 inh,Mdm2 MdmX PPI,XBP1 UPR activ,APJ agonist,CXCR6 block,tim23-1 inh
O=C(Nc1ccccc1)N1CCc2c([nH]c3ccccc23)C1C(F)(F)F (configuration not stated),14,0.8,-7,-11,29,-2,-3,4,20
COc1ccc(C(=O)Nc2ccnc(-c3cccnc3)n2)cc1,4,1.9,-13,3,25,4,-2,-2,-20
O=C(Cn1cccn1)N1CCCC(N2CCN(Cc3ccc4c(c3)OCO4)CC2)C1 (configuration not stated),-13,-2.0,-4,-10,23,-7,0,2,-3
CC(C)NC(=O)CN(c1cccc([N+](=O)[O-])c1)S(=O)(=O)c1ccccc1,-3,-2.0,22,10,10,-2,-9,4,12
CCOC(=O)c1cccc(NC(=O)CCS(=O)(=O)c2cccs2)c1,-4,1.2,5,14,9,2,4,7,12
O=C(COC(=O)c1ccc(NS(=O)(=O)c2cccs2)cc1O)Nc1nc2ccccc2s1,-2,0.4,9,-1,8,0,-3,-11,-2
CCn1nc(C)c(CN2CCCCC2C(=O)Nc2ccc(Oc3cccnc3)cc2)c1C (configuration not stated),-11,0.1,7,11,17,-5,12,2,3
O=C(CN1C(=O)CCS(=O)(=O)c2ccccc21)NCc1ccc(F)cc1,-11,-1.0,5,-5,13,-5,-2,4,2
Cc1ccc(S(=O)(=O)Nc2nc3ccc(S(C)(=O)=O)cc3s2)cc1,-3,-0.4,12,-8,7,-1,-4,-1,3

# The whole of this part, from the start:
SMILES,TIM10 inh,UPR CHOP act,APJ antag,tim10-1 inh,Mdm2 MdmX PPI,XBP1 UPR activ,APJ agonist,CXCR6 block,tim23-1 inh
O=C(Nc1ccccc1)N1CCc2c([nH]c3ccccc23)C1C(F)(F)F (configuration not stated),14,0.8,-7,-11,29,-2,-3,4,20
COc1ccc(C(=O)Nc2ccnc(-c3cccnc3)n2)cc1,4,1.9,-13,3,25,4,-2,-2,-20
O=C(Cn1cccn1)N1CCCC(N2CCN(Cc3ccc4c(c3)OCO4)CC2)C1 (configuration not stated),-13,-2.0,-4,-10,23,-7,0,2,-3
CC(C)NC(=O)CN(c1cccc([N+](=O)[O-])c1)S(=O)(=O)c1ccccc1,-3,-2.0,22,10,10,-2,-9,4,12
CCOC(=O)c1cccc(NC(=O)CCS(=O)(=O)c2cccs2)c1,-4,1.2,5,14,9,2,4,7,12
O=C(COC(=O)c1ccc(NS(=O)(=O)c2cccs2)cc1O)Nc1nc2ccccc2s1,-2,0.4,9,-1,8,0,-3,-11,-2
CCn1nc(C)c(CN2CCCCC2C(=O)Nc2ccc(Oc3cccnc3)cc2)c1C (configuration not stated),-11,0.1,7,11,17,-5,12,2,3
O=C(CN1C(=O)CCS(=O)(=O)c2ccccc21)NCc1ccc(F)cc1,-11,-1.0,5,-5,13,-5,-2,4,2
Cc1ccc(S(=O)(=O)Nc2nc3ccc(S(C)(=O)=O)cc3s2)cc1,-3,-0.4,12,-8,7,-1,-4,-1,3
O=S1(=O)c2ccccc2OC(COCc2ccccc2)CN1C1CC1 (configuration not stated),-15,1.1,.,4,21,0,.,10,34
Cc1ccc(C(=O)N=c2sccn2C)cc1S(=O)(=O)N1CCOCC1,12,10,7,16,-14,3,-1,-5,21
O=C(COc1ccc(/C=N/NC(=O)c2ccccc2Br)cc1)Nc1ccccc1,-2,2.5,10,-4,-17,-4,-1,-2,7
COc1cc(NC(=O)c2ccc(OC)c([N+](=O)[O-])c2)ccc1NC(=O)c1cccs1,1,-0.8,5,3,38,19,-1,-5,-11
Cc1sc2nc(C3CC3)nc(N3CCN(S(=O)(=O)c4ccc(F)cc4)CC3)c2c1C,14,-0.1,10,2,9,-5,-4,9,22
CC(=O)c1cccc(NC(=O)c2cccc(NC(=O)c3ccco3)c2)c1,-8,0.3,12,-6,30,-3,-1,1,-22
Oc1c(Br)cc(Br)cc1C=Nc1cccnc1,67*,0.1,6,57*,-1,1,0,31,79*
CC1(C)OC(=O)C(=NNc2ccccc2[N+](=O)[O-])C(=O)O1,0,0.6,-5,-1,0,2,3,5,-6
OC1(c2cccc(F)c2)CCN(Cc2ccncc2)CC1,-15,-0.3,-2,5,26,-3,2,-3,6
CC(=O)Oc1ccc(C(=O)Nc2ccccc2C(=O)N2CCCCC2)cc1,13,-0.1,3,24,-3,3,0,5,19
COCCn1c(SCC(=O)Nc2ccccc2)nnc1-c1ccoc1C,-4,0.9,-2,-9,8,-5,1,-2,17
CCOC(=O)CNS(=O)(=O)c1ccc(S(=O)(=O)NC2CC2)cc1,3,0.8,5,-7,18,-3,-1,0,0
Cc1onc(-c2ccccc2Cl)c1C(=O)NCc1ccccn1,8,-0.7,-13,9,18,-3,-4,2,0
O=C(c1cc(Cl)ccc1Cl)N1CCc2ccccc21,-9,0.8,3,2,23,0,-2,-6,28
CCN(CC(=O)Nc1ccc(NC(C)=O)cc1)C(=O)c1ccccc1SCc1c(C)noc1C,12,-2.0,7,-3,34,0,-3,-8,5
Cc1c(Cl)cccc1NC(=O)CCN1C(=O)C2CC=CCC2C1=O (configuration not stated),-5,-0.3,6,-17,-4,-5,5,0,-15
O=C(Cn1ccn(-c2ccc(F)c(F)c2)c(=O)c1=O)NCCc1ccccc1,-5,1.3,-4,-1,8,-3,0,-6,-1
O=C1c2ccccc2C(=O)C1c1ccc(Br)cc1,9,4.3,2,-3,-29,1,-7,17,9
CC(C)NS(=O)(=O)c1ccc(OCC(=O)N2CCN(c3ccccc3)CC2)cc1,11,-0.6,-5,16,8,0,-1,-3,-10
CC(C)(C)CC(C)(C)N1CNC(=S)NC1,18,1.1,-18,5,-29,-3,-5,-4,26
Cc1ccc(-c2nn(-c3ccccc3)cc2CO)o1,8,6.3,15,1,-25,-1,-1,-13,-6
FC(F)(F)C1=Nc2cccc3cccc(c23)N1,16,62*,-41,6,13,0,12,62*,19
CCOc1ccc(NC(=O)CCS(=O)(=O)c2ccc3c(c2)CCCN3C(=O)CC)cc1,-3,0.8,-14,17,-13,1,-4,2,16
CC1(C)OC(=O)C(=NNc2ccc(Br)cc2)C(=O)O1,-42,3.1,4,12,-32,-1,-4,12,25
Cc1cccc(C)c1OCCSc1nc2ccccc2n1CC(=O)O,5,1.9,15,1,20,-3,0,7,5
O=C(O)CNc1nc(-c2ccccc2)nc2ccccc12,-11,-1.4,-16,-22,0,-4,3,-4,-1
COc1ccc2c(CC(=O)OCC(=O)Nc3ccccc3[N+](=O)[O-])coc2c1,14,0.9,-4,16,-26,-1,0,-4,7
COc1ccc(NC(=O)C2(N(CC(C)C)C(=O)Cn3nnnc3N)CCCCC2)cc1,0,0.9,-15,11,11,-2,-6,-10,6
Nc1nonc1-n1nnc(C(=O)N/N=C/c2cccs2)c1-c1ccc2c(c1)OCO2,-4,-1.9,7,-1,8,-3,2,-5,-12
N#CCCn1cc(C(=O)NCc2ccccc2)c(-c2cccs2)n1,-11,0.4,-2,24,7,1,-3,3,-2
COc1ccc(CCNC(=O)CS(=O)(=O)Cc2nc(-c3ccc(C)cc3)oc2C)cc1OC,11,2.3,10,18,18,1,-1,0,0
O=C(CSc1nnnn1-c1ccccc1)Nc1ncc(Cc2ccccc2Cl)s1,17,-1.1,13,9,2,1,-1,-1,3
CC(=O)c1c(C)[nH]c(C(=O)OC(C)C(=O)Nc2cc(S(=O)(=O)N3CCCCC3)ccc2Cl)c1C (configuration not stated),-13,1.7,-10,2,48,-2,-1,-4,-15
Cc1ccc(NC(=O)c2ccccc2NC(=O)CCC(=O)O)cc1,9,2.5,-2,11,-10,0,-4,-5,-1
Cc1ccc(C(=O)Nc2c(C#N)c(C)c(C)n2Cc2ccccc2)cc1,8,-0.8,-10,18,8,-2,-2,8,12
CCOC(=O)c1ccc(NC(=O)c2cccc(C)c2[N+](=O)[O-])cc1,-14,3.7,7,29,11,0,2,-4,9
CCOCCCNC(=O)C(c1ccc(Cl)cc1)N(Cc1ccc2c(c1)OCO2)C(=O)CNC(C)=O (configuration not stated),-7,-0.6,16,-6,-27,0,-2,-6,8
O=C(O)[C@@H](c1ccccc1)N1Cc2ccccc2C1=O,-3,-0.7,12,0,4,0,-4,-4,-8
Cn1nc(C(F)(F)F)c2cc(C(=O)Nc3ccc(F)c(Cl)c3)sc21,4,0.7,4,-2,33,-1,1,-4,8
Cc1ccc(C)c(CN2C(=O)CSc3ccc(C(=O)N4CCCC4)cc32)c1,-6,1.1,6,8,31,-3,1,5,15
COc1nnc(-c2ccc(N3CCOCC3)c(NC(=O)c3ccco3)c2)c2ccccc12,21,-1.6,-5,22,32,7,-2,0,23
CN(Cc1ccccn1)Cc1nc(Cc2ccccc2Cl)no1,-1,-1.5,-2,31,11,-2,-6,-2,6
Cn1c(=O)c2c(nc(NCCOc3ccc(C(C)(C)C)cc3)n2C)n(C)c1=O,-1,7.2,-8,13,-12,-1,3,-6,-3
COc1cc2[nH]c(C(=O)NCC3CCCO3)cc2c(OC)c1OC (configuration not stated),-18,1.8,1,-17,-7,-1,-1,-16,3
O=C(OCc1csc(-c2ccccc2)n1)c1ccccc1O,5,9.9,15,-11,-60,-2,-2,-3,7
COc1cccc(CN2CCNC(=O)C2CC(=O)N(C)CCc2ccccn2)c1OC (configuration not stated),9,-3.1,5,17,28,-3,-2,.,9
O=C1NC(=O)/C(=C\c2ccc(Cl)nc2)S1,6,-0.6,2,2,-38,2,-4,-6,1
Cc1ccc(NC(=S)NNC(=O)c2cn(C)nc2C)cc1,-8,-0.6,-1,5,6,-1,2,6,5

# These rows are one share of the data; the hit share may differ from the screen's.
